Screening results as filed in PubChem.
SRC1 inh: inhibits human SRC1 coactivator; inhibition, % at 3.6 µM; HEK293 GAL4-SRC1 luciferase reporter, luminescence; actives 0.12% (n = 360,000); AID 588354;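 active = inhibition above the campaign mean plus 3 SD, with each screening campaign given its own cutoff, cut at about 60% in these data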;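 note: 0% = DMSO treated cells and 100% = gossypol at 36 µM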
TROY signal inh: blocks TROY-dependent signaling in reporter cells; actives 0.98% (n = 360,000); inhibition, % at 10 µM; Q293 LMP1-TROYcd NF-kB luciferase reporter, 4 h; AID 1347056;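 active = compounds whose plate-normalised and pattern-corrected inhibition of the luciferase reporter signal at the single screening dose is 50% or more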
TWEAK Fn14 block: blocks TWEAK-Fn14 interaction in a reporter cell assay. TWEAK-stimulated Fn14 reporter cells, luciferase luminescence, 8 h. inhibition, % at 10 µM. actives 2% (n = 360,000); in the data active = inhibition above about 50%
COUP-TFII inh: blocks human COUP-TFII nuclear receptor | P24468 | inhibition, % at 8.6 µM | HEK293T NGFI-A luciferase reporter, luminescence | actives 0.7% (n = 370,000);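 active = inhibition above a per-plate cutoff, mean inhibition of test wells between control levels plus 3 SD, cut at about 38% in these data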;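 note: cells cotransfected with COUP-TFII expression vector driving the NGFI-A reporter; 0% = median of COUP-TF2 test wells and 100% = reporter-only cells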
Target sequence (P24468 whole entry, looked up): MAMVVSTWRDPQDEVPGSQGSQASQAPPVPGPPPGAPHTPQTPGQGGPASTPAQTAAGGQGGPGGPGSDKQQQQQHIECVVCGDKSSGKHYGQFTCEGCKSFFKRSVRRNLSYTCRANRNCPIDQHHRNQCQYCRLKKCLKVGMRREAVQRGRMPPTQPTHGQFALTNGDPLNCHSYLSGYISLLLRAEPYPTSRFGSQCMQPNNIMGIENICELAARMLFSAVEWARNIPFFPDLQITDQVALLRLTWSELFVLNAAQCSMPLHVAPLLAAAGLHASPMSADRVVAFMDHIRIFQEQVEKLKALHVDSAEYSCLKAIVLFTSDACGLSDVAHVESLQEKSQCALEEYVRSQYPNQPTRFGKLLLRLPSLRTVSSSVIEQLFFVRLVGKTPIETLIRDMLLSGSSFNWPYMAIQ
EBV LMP1 NFkB: reduces LMP1-driven NF-kappaB luciferase signal; actives 0.69% (n = 350,000); LMP1-induced NF-kappaB luciferase reporter cells, luminescence; AID 504558; inhibition, % at 12.5 µM; in the data active = inhibition above about 41%;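 note: 0% = neutral control wells and 100% = reference inhibitor control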
Shn3 inh set2: reduces Shn3 3'UTR luciferase signal in osteoblasts; Clone20 osteoblast Shn3 3'UTR firefly luciferase, 24 h; inhibition, % at 12.5 µM; actives 0.52% (n = 360,000);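 active = mean inhibition of at least 75% with every replicate also reaching 75%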;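 note: 0% = median of neutral control wells and 100% = pilot-screen positive control compound; some compounds past the cut are filed as inactive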
KKLEB tox: reduces viability of KKLEB cystic fibrosis airway cells | AID 602141 | KKLEB CF airway cells viability, ATPlite luminescence, overnight; active compounds read low; cells stimulated with P. aeruginosa culture filtrate | activity change (cytotoxicity), % at 5 µM | actives 0.36% (n = 360,000);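 active = corrected activity change at or below -50% at 5 µM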
LRH-1 inv ag: inverse agonists of human LRH-1 (NR5A2); HEK293T StAR-luciferase reporter, LRH-1 transfected, 24 h; inhibition, % at 3.6 µM; O00482; actives 0.13% (n = 360,000);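 active = inhibition above the mean inhibition of all tested compounds plus 3 SD, cut at about 73% in these data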;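 note: 0% = DMSO wells and 100% = reporter-only cells lacking LRH-1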
Target sequence (O00482 whole entry, looked up): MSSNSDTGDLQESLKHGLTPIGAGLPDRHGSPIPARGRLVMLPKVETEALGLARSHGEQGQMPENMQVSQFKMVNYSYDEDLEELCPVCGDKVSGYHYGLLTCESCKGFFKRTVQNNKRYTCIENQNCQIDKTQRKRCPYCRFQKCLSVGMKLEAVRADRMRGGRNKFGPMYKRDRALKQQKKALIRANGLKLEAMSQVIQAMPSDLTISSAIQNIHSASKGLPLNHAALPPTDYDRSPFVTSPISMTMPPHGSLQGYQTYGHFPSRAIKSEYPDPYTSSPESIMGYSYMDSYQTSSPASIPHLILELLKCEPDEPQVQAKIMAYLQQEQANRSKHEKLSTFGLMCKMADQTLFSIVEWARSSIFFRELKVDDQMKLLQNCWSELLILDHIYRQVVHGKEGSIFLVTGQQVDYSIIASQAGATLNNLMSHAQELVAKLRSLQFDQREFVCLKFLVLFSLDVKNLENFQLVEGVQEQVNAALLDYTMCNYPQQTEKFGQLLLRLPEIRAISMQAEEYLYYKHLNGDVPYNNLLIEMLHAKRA
NCOA3 inh: inhibitors of human steroid receptor coactivator 3 (SRC3). AID 588352. inhibition, % at 3.6 µM. Q9Y6Q9. HEK293 GAL4-SRC3 luciferase reporter, luminescence. actives 0.17% (n = 360,000);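 active = inhibition above a per-campaign cutoff, the mean of all compounds plus 3 SD, cut at about 60% in these data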;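 note: 0% = DMSO-treated cells and 100% = gossypol-treated cells at 36 µM; higher means less SRC3-driven luciferase light from the GAL4 reporter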
CF NFkB block: blocks PAF-induced NF-kB reporter in cystic fibrosis cells; inhibition, % at 5 µM; actives 0.86% (n = 360,000); KKLEB NF-kB-GFP reporter, GFP fluorescence overnight;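 active = at least 50% inhibition at 5 µM, scaled per plate between neutral and stimulator controls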;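 note: PAF is a Pseudomonas aeruginosa culture filtrate used as stimulus; plate controls were PAF-stimulated DMSO wells for no effect and unstimulated DMSO wells for full effect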
C8 TRAIL sens: sensitizes caspase-8 expressing cells to TRAIL | NB7+C8 cells + TRAIL, ATPlite viability luminescence | actives 1% (n = 360,000) | inhibition (viability loss, TRAIL sensitization), % at 10 µM;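 active = compounds causing at least 50% loss of cell viability in the single-dose screen, relative to plate controls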
* marks the source's active call; other numbers are inactive results; · = no result given. Some of the compounds tested. The share of hits here may be higher or lower than overall.

SMILES | SRC1 inh | TROY signal inh | TWEAK Fn14 block | COUP-TFII inh | EBV LMP1 NFkB | Shn3 inh set2 | KKLEB tox | LRH-1 inv ag | NCOA3 inh | CF NFkB block | C8 TRAIL sens
Cc1nn(-c2ccccc2)c(C)c1/C=C/C(=O)OCC(=O)N(C)C1CCS(=O)(=O)C1 (stereo not drawn) | -7.5 | -0.9 | -29.5 | -30.3 | 2.7 | 5.7 | 1.8 | 5.0 | -3.7 | -15.0 | -12.0
CCn1c(SCc2cccc(OC)c2)nc2ccccc2c1=O | -19.3 | -0.8 | 9.7 | -1.8 | 8.2 | 37.2 | -22.8 | -12.2 | 7.6 | 21.9 | 24.6
COc1ccccc1NC(=O)Cn1nnc(C(=O)NCc2ccc3c(c2)OCO3)c1N | -12.2 | -8.2 | 9.3 | 17.9 | -4.5 | -3.8 | 6.4 | -2.8 | -12.8 | 13.3 | 12.0
Cc1c(-c2cccc(Cl)c2)nc2ccccc2c1C(=O)NC1CC1 | -4.3 | -0.9 | -3.3 | -5.2 | 4.5 | -20.4 | -6.6 | -10.8 | -26.1 | 6.0 | -12.4
CN(C)C(=O)CCc1ccc2c3c([nH]c2c1)[C@]1(CCC2CCCC2)[C@@H](C(=O)N2CCOCC2)C[C@H](CC(=O)NCc2ccco2)C(=O)N1CC3 | -0.4 | 5.2 | 13.4 | -11.6 | -11.0 | 10.6 | 2.3 | 5.2 | -0.8 | 23.1 | 0.1
COc1ccc(N2C(=O)CC(Sc3nccc(C)n3)C2=O)cc1 (stereo not drawn) | -7.8 | 8.2 | 1.1 | 18.5 | -4.7 | 14.6 | -1.1 | 6.5 | -2.1 | -6.8 | -3.7
CC1CCCCN1C(=O)CSc1nnc2c(n1)[nH]c1ccc(F)cc12 (stereo not drawn) | -16.5 | -11.2 | 17.3 | -0.3 | 9.1 | -31.9 | 4.8 | -10.2 | -2.9 | 11.9 | -1.9
Cc1cccc(C(=O)NNS(=O)(=O)c2ccc(F)cc2)c1 | -2.4 | -9.0 | -2.8 | 3.9 | -5.9 | -10.0 | 21.9 | 5.3 | 13.9 | -10.2 | 22.2
COc1ccc(-c2sc(Nc3ccccc3)n[n+]2C)c(C)c1C | -7.7 | -19.1 | -22.8 | -3.0 | 6.1 | 5.3 | -6.3 | 30.1 | 7.2 | 1.9 | 0.8
C/C(=N\NC(=S)NCCc1ccccc1)c1ccc(C#N)cc1 | -1.5 | -18.2 | -23.6 | -6.6 | 2.0 | 5.4 | -0.6 | 23.8 | 6.5 | 1.2 | -4.9
NC(=O)COc1cc2oc(=O)c3c(c2cc1Cl)CCCC3 | 4.8 | -30.9 | -34.3 | 3.6 | -5.5 | -23.2 | 6.5 | 18.7 | -8.0 | -27.3 | -8.6
O=C(Cn1cncc1-c1ccc([N+](=O)[O-])cc1)Nc1cccc2ccccc12 | 2.7 | 6.6 | -14.8 | -4.3 | -14.3 | 4.1 | -12.9 | -9.5 | 12.9 | -7.2 | 11.7
COc1ccc(/C=C/C(=O)NCCN=C2NS(=O)(=O)c3ccccc32)cc1 | -0.7 | -13.7 | -23.7 | -10.2 | 2.5 | -26.4 | 7.2 | 10.0 | -7.7 | -3.2 | 4.0
CCCOc1ccccc1N1C(=O)CC(N2CCOCC2)C1=O (stereo not drawn) | -14.5 | -9.9 | -14.9 | 18.8 | 1.1 | -5.3 | 10.2 | -10.7 | -3.7 | -3.7 | 9.4
O=C(Nc1cc(S(=O)(=O)N2CCOCC2)ccc1O)c1ccc2c(c1)S(=O)(=O)c1ccccc1C2=O | 3.3 | 14.2 | -33.0 | 3.1 | 5.2 | -10.7 | -41.5 | 5.0 | -2.0 | 13.8 | -3.3
CCn1cc(CNC(=O)c2cc(COc3ccc(F)cc3F)on2)cn1 | 2.1 | 2.0 | -12.2 | -0.1 | -1.6 | 8.6 | -5.4 | -4.2 | 13.8 | -5.9 | 5.8
CC#CCC(CC#CC)c1nc2ccccc2c(=O)n1N | -7.9 | -0.8 | 24.9 | -5.1 | 0.2 | -2.9 | 4.5 | 6.8 | 2.2 | 3.0 | 6.9
CC(=O)Nc1nonc1NC(=O)c1ccc(F)cc1 | 1.1 | -6.2 | -5.1 | -4.8 | -0.9 | 22.3 | 0.8 | 9.8 | 2.9 | -9.4 | -21.8
CCCCCCNC(=O)C(C(=O)OCC)C1CCCCC1 (stereo not drawn) | 5.8 | 5.3 | 2.1 | 12.0 | 0.6 | 19.7 | -6.0 | 3.2 | -6.3 | 1.2 | 11.8
Cc1ccc(-c2cc(C(F)(F)F)n3ncc(C(=O)N4CCCc5ccccc54)c3n2)cc1 | -6.9 | 8.1 | -26.9 | -2.2 | -1.3 | 30.0 | -27.5 | 13.3 | 8.1 | 3.5 | 5.2
Cc1ccc(S(=O)(=O)Nc2c(O)c3ccccc3oc2=O)cc1 | -10.5 | 8.7 | 13.9 | -7.6 | 1.4 | -17.7 | 0.3 | -14.2 | -5.0 | 3.6 | 6.8
COc1ccc(CN2CCC[C@]3(N[C@H](c4ccc(C)cc4)[C@@H]4C(=O)N(Cc5ccccc5)C(=O)[C@@H]43)C2=O)cc1 | 2.5 | 5.8 | -2.3 | -11.1 | -11.7 | 7.1 | 10.9 | 6.6 | -7.9 | 3.7 | -10.8
CCOC(=O)N1CCN(C(=O)CSc2nc3c([nH]c4ccccc43)c(=O)n2C)CC1 | -28.4 | -1.9 | 18.0 | 6.9 | -11.3 | -14.4 | -3.8 | 5.4 | -2.2 | -2.5 | 22.6
O=C(NC(=S)N1CCN(c2ccc(F)cc2)CC1)C12CC3CC(CC(C3)C1)C2 | -24.1 | 6.1 | -9.7 | 4.8 | -19.2 | 6.9 | 2.4 | -12.1 | 13.9 | -4.3 | 6.2
O=S(=O)(NN1CCOCC1)c1cc(Cl)cc(Cl)c1O | 7.4 | -1.9 | 3.5 | 7.9 | 2.4 | 2.3 | -5.0 | 11.2 | 11.9 | 1.3 | -7.1

Looked up above.
CC1CCCCN1C(=O)CSc1nnc2c(n1)[nH]c1ccc(F)cc12 (stereo not drawn) – NCOA3 inh = -2.9
COc1ccc(N2C(=O)CC(Sc3nccc(C)n3)C2=O)cc1 (stereo not drawn) – Shn3 inh set2 = 14.6

Later entries
SMILES | SRC1 inh | TROY signal inh | TWEAK Fn14 block | COUP-TFII inh | EBV LMP1 NFkB | Shn3 inh set2 | KKLEB tox | LRH-1 inv ag | NCOA3 inh | CF NFkB block | C8 TRAIL sens
COc1cccc(OC)c1OCCCN1CCC(Cc2ccccc2)CC1 | -17.0 | -13.4 | -7.7 | 6.1 | 7.6 | 23.3 | -2.9 | 10.5 | 6.9 | 13.9 | 20.4
O=S1(=O)CCN(Cc2ccc(Cl)c(Cl)c2)CC1 | -37.9 | -2.0 | 6.4 | -7.1 | -5.0 | 5.2 | -23.7 | 2.2 | 21.6 | 1.9 | -19.3
O=C(CN1C(=O)NC(Cc2c[nH]c3ccccc23)C1=O)Nc1ccc(F)c(F)c1F (stereo not drawn) | -10.8 | -5.4 | -8.2 | 17.8 | -6.5 | -1.8 | 8.8 | -24.8 | 18.1 | -3.0 | -1.4
CN(Cc1cc2ccccc2[nH]c1=O)C(=O)C1CCCCC1 | -1.4 | · | -8.8 | 3.8 | -7.4 | 15.0 | 8.1 | 11.4 | 6.2 | 12.3 | 5.4
CCc1nc(CN2CCN(c3cc(C(F)(F)F)ccn3)CC2)c(C)[nH]1 | -11.7 | 14.2 | -19.4 | 23.1 | · | 47.9 | -1.4 | 9.9 | 25.0 | -17.7 | -7.1
Cc1sc2ncnc(N3CCC(C(=O)Nc4nc(-c5ccc(F)cc5)cs4)CC3)c2c1C | 2.2 | 33.3 | 33.7 | -16.0 | 29.0 | 19.9 | -8.2 | -6.4 | -35.2 | 17.0 | 20.2
Cc1nn2c3ccccc3n(Cc3ccccc3)c2nc1=O | -14.0 | 1.5 | -5.5 | 11.6 | -1.5 | 0.4 | -8.2 | 3.9 | 1.0 | 4.1 | 5.3
Cn1c(=O)c2cc3ccccc3nc2n(C)c1=O | -6.5 | -13.1 | -15.9 | -3.8 | 6.7 | -0.5 | 7.7 | -1.3 | 9.7 | -30.5 | -12.9
CNC(=O)NC(=O)C(C)Oc1ccccc1F (stereo not drawn) | -18.2 | -7.8 | -19.6 | 9.7 | 2.9 | 12.0 | 4.7 | -3.5 | 12.3 | -0.9 | -8.5
COc1ccc(CNC(=O)CCS(=O)(=O)c2ccc3c(c2)NC(=O)C(C)S3)cc1 (stereo not drawn) | 8.4 | 9.9 | -0.3 | -1.7 | 5.2 | -17.1 | 12.5 | -2.7 | -9.4 | -17.9 | -4.8
O=C(NC(=S)Nc1cccc2cccnc12)c1ccccc1 | -25.6 | -33.4 | 12.5 | 0.3 | 2.6 | -1.6 | -3.2 | 0.9 | -23.2 | -12.5 | 7.8
CCC1=[N+](CC(=O)c2ccc(C)cc2)CCn2cccc21 | -55.2 | -4.8 | -2.9 | -4.0 | -29.1 | -31.7 | -10.3 | -15.7 | -43.0 | -0.6 | 12.4
CN1CCN(CCCCOc2cccc3ccccc23)CC1 | -6.3 | -39.4 | -13.0 | -2.1 | -2.9 | -5.4 | -10.8 | 11.7 | -4.1 | -9.7 | -3.6
CCOc1ccc(C(C)NC(=S)NC2CCCCC2)cc1OCC (stereo not drawn) | -23.1 | -2.0 | 23.1 | 0.9 | 10.5 | 2.7 | 16.1 | -10.5 | 7.2 | -9.1 | -7.8
Cc1[nH]n(-c2ccccc2)c(=O)c1N=Nc1ccccc1C(=O)O | -5.3 | 17.1 | 7.6 | 14.4 | 3.5 | -1.5 | 9.2 | -2.8 | -6.2 | -1.2 | 3.8
COc1ccc(Cl)cc1NS(=O)(=O)c1c(C)[nH]c(C)c1C(=O)N1CCCCC1 | -3.7 | -3.1 | -17.6 | -2.4 | -5.3 | -5.6 | -20.7 | -3.1 | -4.7 | -16.3 | 4.9
Cc1nn(Cc2ccc(Cl)cc2)c(C)c1NC(=O)c1cc(-c2ccc3c(c2)OCO3)on1 | 54.0 | 26.7 | 15.5 | -10.8 | -2.6 | 60.0 | 3.7 | 9.5 | 48.1 | -22.7 | 5.6
CC1(C)NC(=O)N(CC(=O)Nc2cc(C(F)(F)F)cc(C(F)(F)F)c2)C1=O | 1.9 | 4.1 | -10.4 | 0.8 | -8.7 | -5.6 | -16.4 | 0.4 | 22.2 | 10.7 | -5.8
COC(=O)[C@H](CCSC)NC(=O)Nc1ccc(C)cc1C | -9.9 | 2.6 | -16.6 | -1.3 | -24.4 | -12.0 | -2.6 | -3.6 | 10.3 | 2.3 | -8.3
Oc1c(C(Nc2cccc(C(F)(F)F)c2)c2cccnc2)ccc2cccnc12 (stereo not drawn) | 1.2 | 0.3 | 20.3 | 17.0 | 7.3 | 48.3 | -0.7 | -9.6 | 24.8 | -10.3 | 7.6
O=C(NC1CCCC1)C1c2ccccc2OCC(=O)N1Cc1ccc2c(c1)OCO2 (stereo not drawn) | · | -15.0 | 10.8 | 0.8 | · | · | · | 8.4 | · | · | -0.6
